# P. falciparum M17LAP – P. falciparum M17LAP inhibitors, primary screen, biochemical, fluorogenic H-Leu-NHMec substrate, 1536-well (AID 1619) | Leucine aminopeptidase (Plasmodium falciparum (isolate 3D7)) | recombinant M17LAP, H-Leu-NHMec fluorogenic kinetic assay; higher % means a stronger effect | one-dose inhibition, % at 30 µM; IC50 in µM for titrated hits | 220,000 tested, 0.38% active;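 active means compound inhibiting the enzyme by more than half at any dose during confirmatory dose-response retesting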;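 further: plate controls were full reaction with DMSO carrier for no effect and no enzyme background for full effect; strong numbers were not always called active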
# T cell modulator – modulators of CD8 T cell-vesicle binding, primary screen, mouse 2C CD8+ T cells, flow cytometry | 2C CD8+ T cell-vesicle binding; active compounds read low | 330,000 tested, 0.068% active | calls only at 7 µM;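 active means response, share of CD8 T cells binding vesicles, and their 90th percentile fluorescence all below set limits, cut at about 80% in these data, passing the limit was not always enough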
#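 Assay system – 2C mouse CD8+ T cells · Also added – QL9-loaded Drosophila micro-vesicles · Timing – Cell–vesicle co-incubation 1.5 h at 37 °C, staining 20 min on ice · Signal – flow cytometry of vesicle-bound cells · Measure – percent CD8+ FL2 mean versus row control · Controls – Peptide-free naked vesicles (low) and QL9 vesicles with 0.7% DMSO vehicle (high)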
# Yfh1-depleted yeast – enhancers of respiration in Yfh1-depleted yeast, dose response, Friedreich's ataxia, plus single-dose screen (AID 1465). S. cerevisiae Yfh1-off respiration, WST-1 reduction, 72 h; higher fold induction means a stronger effect. one-dose fold induction at 50 µM; EC50 in µM for titrated hits. 220,000 tested, 0.074% active;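 active means fold induction of absorbance versus untreated yeast above a set limit, then at least 30% activation at any dose in follow-up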;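 further: activators that raise dye reduction in frataxin-depleted yeast; strong numbers were not always called active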
# Autophagy mod – autophagy modulators in MEF cells, primary screen, imaging, high-content, MEF GFP-LC3. MEF GFP-LC3 puncta imaging; test concentration mostly 10 µM. calls only at 10 µM (by protocol). 190,000 tested, 0.98% active;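 active means percentage of spot-positive cells more than 3 SD above its plate mean, without a fluorescence outlier flag or 80% toxicity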;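 further: spot-positive cell cutoff set from DMSO-treated cells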
# MT stabilizer – microtubule stabilizers in HeLa cells, primary screen, imaging, high-content imaging. HeLa tubulin immunostaining HCS, 24 h; share of cells brighter than vehicle mean+2SD. % tubulin-high responders, % at 10 µM. 200,000 tested, 0.83% active. AID 2205, 2009;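 active means plate Z-score above 3 for both tubulin-high and condensed-nucleus cell shares, with cell loss under 80%, at 10 µM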;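 further: anti alpha tubulin signal scored within the nucleus-defined area of each cell; some results filed as inactive read as strong as hits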
# Dynein transport – inhibitors of GR-EGFP nuclear translocation, primary screen, dynein cargo transport inhibitor project, imaging, high-content, 3617.4 mouse cells; test concentration mostly 20 µM; stimulated with dexamethasone, 1 µM; active compounds read low; z-score, hits read low; 220,000 tested, 0.47% active; AID 1381, 2008;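 active means plate z-score of nuclear minus cytoplasmic receptor signal below a set negative limit, without overly bright fluorescence or cell loss, cut at about -3.5 in these data, passing the limit was not always enough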;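 further: z-score of nuclear minus cytoplasmic ring GR-EGFP intensity difference per well; some compounds called inactive have numbers as strong as hits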
#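 Medium: Induction medium lacking tetracycline, stripped serum | Probe or stimulus: 1.0 µM final dexamethasone stimulus | Schedule: 48 h induction, then 1 h compound, then 30 min agonist, 37 °C | Signal: Automated 10x imaging of fixed Hoechst-stained cells | Evaluation: Per-cell GR-EGFP intensity, nucleus versus surrounding cytoplasmic ring, well-averaged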
# bCat nuc transl – modulators of beta-catenin nuclear translocation, primary screen, imaging, HeLa cells, immunofluorescence, high-content; nuclear translocation activity, % at 5 µM; AID 1665, 2009; 190,000 tested, 0.3% active;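 active means nuclear translocation activity above 50% at 5 µM, with a well cell count of 50 or more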;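 further: per-cell ratio of nuclear to cytoplasmic median beta-catenin stain intensity; plate controls were DMSO negative control for no effect and GSK-3 inhibitor IX positive control for full effect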
#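 Test system: human HeLa cells, endogenous beta-catenin. Times: 24 h compound exposure, 37°C. Measured by: beta-catenin immunofluorescence imaging with DAPI.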
# M1AAP inhibition – P. falciparum M1AAP inhibitors, biochemical, fluorogenic H-Leu-NHMec substrate, 1536-well (AID 1445); Aminopeptidase N (Plasmodium falciparum (isolate 3D7)); recombinant M1AAP, H-Leu-NHMec fluorogenic kinetic assay; higher % means a stronger effect; 220,000 tested, 0.42% active; one-dose inhibition, % at 30 µM; IC50 in µM for titrated hits;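 active means primary inhibition above the hit cutoff, then over 50% inhibition at one or more dose response concentrations, cut at about 23% in these data, passing the limit was not always enough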;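 further: plate controls were DMSO full reaction for no effect and no enzyme background for full effect; strong numbers were not always called active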
# WT yeast gro inh – growth inhibition of WT strain, primary screen, mitochondrial fusion inhibitor project, WT and mutant strains, chemical genetic; mitochondrial fusion phenotypic screen; inhibition, % at 10 µM; 190,000 tested, 2.1% active; AID 1362, 2008; in the data active means inhibition above about 58%; tested in S. cerevisiae
# WT yeast gro inh mutant strain – further read-out of WT yeast gro inh, marked with its call; inhibition, %; mitochondrial fusion phenotypic screen, mutant strain inhibition
# Dynein transport cytoplasmic EGFP – further read-out of Dynein transport, marked with its call; z-score; measured here: cytoplasmic GR-EGFP intensity; active compounds read high
# Dynein transport nuclear GR-EGFP – second read-out of Dynein transport, no call of its own (marks repeat the call); z-score; measured here: nuclear GR-EGFP intensity;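 lower value marks the stronger effect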
# Dynein transport cell count – recorded beside Dynein transport, whose call it bears; z-score; measured here: cell count per field
# bCat nuc transl cell count 5 µM – further read-out of bCat nuc transl, marked with its call; cell count; measured here: cell count, cytotoxicity flag
# T cell modulator vesicle-bound % – second read-out of T cell modulator, no call of its own (marks repeat the call); double positive events, %; measured here: CD8+ vesicle-bound cell fraction;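 binding gate set so that unloaded-vesicle control wells show 10% double positive cells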
# MT stabilizer Hoechst-high % – also measured in MT stabilizer; calls as there; % Hoechst-high responders; measured here: nuclear condensation Hoechst responders;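 share of cells brighter than vehicle mean plus two SD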
# MT stabilizer cytotoxicity % – recorded beside MT stabilizer, whose call it bears; toxicity, %; measured here: cytotoxicity by cell density;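 0% = mean cell density of plate MIN control wells and 100% = no cells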
# Autophagy mod cell loss 18 h – second read-out of Autophagy mod, no call of its own (marks repeat the call); toxicity, %; measured here: cell loss, nuclei count;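 cell loss after 18 h compound exposure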
# Starred values were filed as active, the others as inactive; i = inactive; . = no result given.
item	Molecule	P. falciparum M17LAP	T cell modulator	T cell modulator vesicle-bound %	Yfh1-depleted yeast	Autophagy mod	Autophagy mod cell loss 18 h	MT stabilizer	MT stabilizer Hoechst-high %	MT stabilizer cytotoxicity %	Dynein transport	Dynein transport cytoplasmic EGFP	Dynein transport nuclear GR-EGFP	Dynein transport cell count	bCat nuc transl	bCat nuc transl cell count 5 µM	M1AAP inhibition	WT yeast gro inh	WT yeast gro inh mutant strain
1	Cc1cc(C(=O)OCC(=O)NCc2ccc3c(c2)OCO3)c2ccccc2n1	-4%	i	38	i	i	-4	6.2	3.2	9.1	0.32	-0.32	0.43	0.01	0.8	1066	2%	-5	10
2	COc1ccc(C)c2sc(N3CCCC3)nc12	19%	i	12	i	i	0	3.2	2.4	7.2	0.44	0.018	0.2	0.45	1.1	1323	2%	-19	-1
3	O=C(CNC(=O)c1cccc(OC(F)F)c1)OCC(=O)c1ccccc1	3%	i	48	i	i	-11	2.5	2.5	9.9	0.12	-0.29	-0.18	-0.63	2.2	986	2%	-25	2
4	CSc1ccc(/C=C(\NC(=O)c2ccc(C)cc2)C(=O)NN)cc1	6%	i	51	i	.	.	.	.	.	-0.14	0.39	-0.056	-0.44	-0.5	1323	9%	.	.
5	CCN(C(=O)CN1C=NS(=O)(=O)c2ccccc21)c1ccccc1	-11%	i	18	i	i	5	5.0	2.4	4.0	-0.052	-0.29	-0.24	0.54	-1.2	947	7%	-10	-38
6	COc1ccccc1NC(=O)c1nn(-c2cccc(C(F)(F)F)c2)ccc1=O	-6%	i	22	i	i	23	2.0	1.3	7.9	-0.32	-0.21	-0.34	0.54	0.0	1387	3%	4	3
7	Cc1cccc(NC(=S)NC2CC3CCCC(C2)N3Cc2ccccc2)c1C (stereo unspecified)	-2%	i	26	i	i	3	4.8	2.1	11	1.1	-0.38	0.063	-0.5	0.0	1464	6%	-3	20
8	CC(=O)Nc1ccc(NC(=O)C(C)OC(=O)C2CCN(S(=O)(=O)c3cccs3)CC2)cc1 (stereo unspecified)	2%	i	56	i	.	.	.	.	.	-0.57	-0.23	-0.38	1.8	-0.4	1344	2%	.	.
9	COC(=O)CNC(=O)COC(=O)c1cc(SC)ccc1Cl	25%	i	30	i	i	-11	2.2	1.9	2.3	-0.38	-0.18	-0.1	-0.29	-3.3	1073	0%	12	-2
10	O=C(CCn1c(=S)oc2ccccc21)Nc1cccc(O)c1	0%	i	42	i	i	-23	3.4	1.4	3.0	0.38	0.44	0.54	-0.79	0.0	1163	3%	-11	2
11	COc1ccc(C[C@@H]2CN3C(=NC[C@@H]3Cc3ccc(O)cc3)N2C[C@H](C)NC(=O)CCC2CCCCC2)cc1	0%	i	34	i	.	.	.	.	.	0.38	-0.86	0.19	0.54	-0.4	1091	-8%	.	.
12	Cc1cccc(-c2cnn(-c3cccc([N+](=O)[O-])c3)c2N)c1	1%	i	62	i	i	4	3.2	3.3	3.3	0.13	-0.35	0.29	-0.37	-0.1	1098	1%	29	16
13	Nc1nnc(CC(=O)N/N=C/c2ccc(-c3ccc(Cl)cc3Cl)o2)s1	7%	i	33	i	.	.	.	.	.	1.5	-0.6	0.81	-1.7	0.3	1318	1%	.	.
14	CCOC(=O)C1=C(C)N=C2SC(C(=O)OC)=CC(=O)N2C1c1cc(OC)c(OC)c(OC)c1 (stereo unspecified)	3%	i	17	i	i	0	3.4	2.3	5.5	-0.62	-0.16	-0.32	-0.15	-0.8	1080	8%	2	2
15	COc1ccccc1OCc1ccc(C(=O)n2nc(C)c(Cl)c2C)o1	8%	i	7	i	i	-4	2.9	1.6	2.8	-1.3	-0.15	-0.35	-0.93	-0.1	1111	7%	-7	-1
16	c1ccc(Cn2nnc3c(N4CCc5ccccc54)ncnc32)cc1	-4%	i	55	i	i	8	2.0	0.2	30	-0.35	-0.07	0.35	0.44	0.2	980	-6%	30	-1
17	CC(=O)Nc1ccccc1C(=O)N1CC(C)OC(C)C1 (stereo unspecified)	-2%	i	50	i	i	-2	3.1	2.0	3.0	1.9	-0.19	0.89	-1.7	2.3	1138	2%	11	-2
18	COc1cccc(C(=O)N(Cc2nc(-c3ccc(C)cc3)no2)C(C)C)c1	14%	i	9	i	i	28	2.4	1.6	3.6	1	-0.22	0.46	-1.2	-1.0	1044	-3%	10	10
19	CCOc1cc(/C=C(\C#N)C(=O)Nc2ccccc2[N+](=O)[O-])ccc1OCc1cccc2ccccc12	-3%	.	.	i	i	21	6.6	6.4	4.6	-0.29	-0.22	-0.37	0.83	-0.2	1555	5%	-50	3
20	COc1ccc(OC(=O)c2cccc(S(=O)(=O)N3CCCC3)c2)cc1	3%	i	27	i	i	-4	4.8	2.1	2.7	0.22	-0.26	-0.062	0.33	.	.	-3%	16	21
21	O=C(CNC(=O)C(c1ccccc1)c1ccccc1)N/N=C/c1cccnc1	6%	i	45	i	.	.	.	.	.	-0.84	-0.28	-0.38	1.4	-0.5	1081	1%	.	.
22	Cc1nn(CCc2nn[nH]n2)c2nc(-c3ccc(Br)cc3)cc(C(F)(F)F)c12	36%	i	21	i	i	-8	2.0	1.6	6.6	2	-0.0079	1.6	-2.4	-1.2	1210	-1%	-1	20
23	COc1ccc(S(=O)(=O)NCCc2csc(C)n2)cc1C	-1%	i	55	i	i	-40	2.7	2.3	10	-0.31	-0.45	-0.26	0.71	-5.9	930	-2%	12	3
24	CC(C)(C)c1ccc(N2C(=O)Cc3c2nc(N)c(C#N)c3N)cc1	-31%	i	56	i	i	4	3.6	2.4	6.4	-1.3	-0.095	-0.37	-0.18	-0.3	1173	14%	-14	-1
25	CCOC(=O)c1cc2sccc2n1CC(=O)Nc1ccc(OC)c(OC)c1	-4%	i	41	i	i	5	2.6	1.3	1.5	4.4	-0.13	3.3	-2.2	2.5	1042	4%	5	-16

# Next section
item	Molecule	P. falciparum M17LAP	T cell modulator	T cell modulator vesicle-bound %	Yfh1-depleted yeast	Autophagy mod	Autophagy mod cell loss 18 h	MT stabilizer	MT stabilizer Hoechst-high %	MT stabilizer cytotoxicity %	Dynein transport	Dynein transport cytoplasmic EGFP	Dynein transport nuclear GR-EGFP	Dynein transport cell count	bCat nuc transl	bCat nuc transl cell count 5 µM	M1AAP inhibition	WT yeast gro inh	WT yeast gro inh mutant strain
26	Brc1ccc(COn2ccnc2)cc1	-2%	.	.	i	i	-26	3.4	1.6	5.6	1.1	-0.085	0.69	-0.55	0.0	880	11%	9	10
27	O=C(N/N=C/c1ccc([N+](=O)[O-])o1)C1CC1	15%	i	36	i	i	4	1.6	1.0	0.4	-1.3	-0.26	-0.88	0.44	-1.9	1132	11%	-3	-8
28	COC(=O)c1ccc(C2Nc3cccc4cccc(c34)N2)cc1	-9%	i	47	i	i	3	1.6	1.6	9.9	3.1	0.11	1.7	-1.8	-1.3	1043	-10%	20	17
29	O=C1c2sc3nc4ccccc4n3c2C(=O)N1c1ccccc1Cl	6%	i	20	i	i	-16	1.5	1.8	9.0	-2.9	0.7	-1.6	-0.19	0.1	1100	14%	34	18
30	O=C(Cc1ccc2c(c1)CCCC2)Nc1ccccc1Cl	18%	i	34	i	i	25	3.5	1.4	3.5	1.2	-0.15	0.079	-0.4	1.1	1440	9%	-2	-1
31	C=CCc1cccc(OC)c1OCCOCCNCCO	3%	i	23	i	i	3	2.7	2.7	11	1.1	-0.072	0.63	-0.061	.	.	-2%	-8	-26
32	C=CCOC(=O)CCC(=O)Nc1cc(OC)nc(OC)n1	3%	i	9	i	i	4	2.0	2.4	12	0.54	-0.28	1	1.5	0.8	919	0%	-1	0
33	O=C(CN1CCN(Cc2ccc3c(c2)OCO3)CC1)Nc1ccc2c(c1)OCO2	10%	i	22	i	i	-14	1.8	0.7	8.7	0.39	-0.2	0.34	0.46	-1.8	1120	-2%	16	21
34	COC(=O)c1ccc(NC(=S)N2CCN(Cc3ccccc3)CC2)cc1	-2%	i	22	i	i	10	2.8	1.3	6.3	-0.22	-0.14	0.43	-1.1	2.1	1246	-1%	6	10
35	CC(=O)NC(CCS(C)(=O)=O)C(=O)Nc1c(F)cccc1F (stereo unspecified)	13%	i	59	.	i	-4	2.9	2.9	10	-0.22	-0.31	-0.068	0.11	-1.2	1392	9%	0	2
36	C#CCOC(=O)C[N+](C)(C)CC#Cc1ccccc1	-5%	i	8	i	i	-14	2.0	1.5	3.0	0.57	-0.33	0.22	-0.52	-0.5	1093	0%	0	7
37	Cc1c(NC(=O)Cn2nc(C(=O)O)c3ccccc3c2=O)c(=O)n(-c2ccccc2)n1C	2%	i	43	i	i	-7	4.7	1.9	2.9	-0.066	-0.23	-0.17	0.76	0.2	1080	5%	10	14

# Bioassay records from PubChem BioAssay.
